# From PubChem BioAssay
# S1P2 agonist: S1P2 receptor agonists, primary screen, cell-based; AID 729, 2007; activation, % at 4.5 µM; S1P2-expressing cell line, agonist reporter read-out; 97,000 tested, 0.46% active; in the data active = activation above about 16%;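 note: 0% = vehicle low control and 100% = maximal reference agonist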
# Target sequence (O95136 whole entry, looked up): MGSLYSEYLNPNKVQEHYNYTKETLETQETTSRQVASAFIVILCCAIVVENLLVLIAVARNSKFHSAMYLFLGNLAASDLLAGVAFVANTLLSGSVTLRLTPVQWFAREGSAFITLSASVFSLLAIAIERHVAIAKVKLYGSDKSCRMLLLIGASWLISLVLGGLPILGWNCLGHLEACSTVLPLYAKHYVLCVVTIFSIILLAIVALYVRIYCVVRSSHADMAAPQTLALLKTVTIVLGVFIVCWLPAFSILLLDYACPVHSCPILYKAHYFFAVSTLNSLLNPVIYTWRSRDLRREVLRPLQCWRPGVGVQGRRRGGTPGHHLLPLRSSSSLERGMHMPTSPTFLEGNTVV
# FAK inh: FAK kinase inhibitors, primary screen, biochemical. 97,000 tested, 0.84% active. biochemical FAK kinase activity assay. inhibition, %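 (tested at 7 µM)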. Focal adhesion kinase 1 (Homo sapiens), Q05397; in the data active = inhibition above about 19%;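 note: 0% = DMSO and 100% = reference compound high control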
# HIV Rev-RRE inh: HIV-1 Rev-RRE binding inhibitors, primary screen, biochemical, FRET, protein-RNA interaction; P05866; Rev peptide-RRE RNA binding; inhibition, % at 8 µM; 97,000 tested, 0.79% active;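 active = inhibition above the screen-wide mean plus 3 SD, cut at about 35% in these data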;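 note: 0% = median DMSO wells and 100% = median Neomycin B control wells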
# Target sequence (P05866 whole entry, looked up): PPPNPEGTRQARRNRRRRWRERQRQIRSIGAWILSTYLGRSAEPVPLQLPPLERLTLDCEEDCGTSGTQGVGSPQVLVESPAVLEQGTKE
#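 Assay system: Rev peptide and RRE RNA, both fluorescently labelled; times: 5 min preincubation and 15 min binding, 25 °C; detection: FRET, ex 480 nm, em 540 and 671 nm; read-out basis: % inhibition from 671/540 nm acceptor-to-donor ratio, scaled between controls; benchmarks: DMSO low control, neomycin B high control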
# EphB4 antag: EphB4-ephrin-B2 interaction antagonists, primary screen, biochemical, TNYL-RAW peptide probe, fluorescence polarization; inhibition, % at 7 µM; EphB4 LBD / TNYL-RAW-Alexa532 peptide; 97,000 tested, 0.15% active;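 active = inhibition above the screen-wide mean inhibition plus 3 SD, cut at about 15% in these data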;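 note: 0% = DMSO wells and 100% = excess unlabeled TNYL-RAW peptide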
# PTPN22 inh 2: PTPN22 phosphatase inhibitors, primary screen, biochemical, DiFMUP fluorescence, 2 µM; inhibition, % at 2 µM; recombinant LYP catalytic domain; 96,000 tested, 0.21% active; Tyrosine-protein phosphatase non-receptor type 22 (Homo sapiens), Q9Y2R2;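 active = inhibition at 2 µM at or above a set limit, the screen mean plus 3 SD, cut at about 24% in these data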;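 note: 0% = DMSO with enzyme and 100% = enzyme fully blocked by orthovanadate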
# LYP act: LYP phosphatase activators, primary screen, biochemical, DiFMUP fluorescence, 2 µM; 96,000 tested, 0.11% active; activation, % at 2 µM; recombinant LYP; 0 = plate median, 100 = signal doubled; Tyrosine-protein phosphatase non-receptor type 22 (Homo sapiens), Q9Y2R2;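 active = activation at 2 µM above a set limit, the mean plus 5 SD, cut at about 37% in these data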
# S1P2 antag: human S1P2 receptor antagonists, primary screen, cell-based; inhibition, % at 5 µM; 97,000 tested, 0.21% active; cell-based S1P2 antagonist assay, inhibition at 5 uM; in the data active = inhibition above about 45%;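 note: CRE beta-lactamase reporter cells expressing human S1P2 stimulated with S1P; 0% = agonist at EC80 alone and 100% = agonist plus reference antagonist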
# PostGolgi yeast: phenotypic screen on post-Golgi transport, primary screen. post-Golgi transport phenotypic cell assay. inhibition, % at 10 µM. 98,000 tested, 0.9% active;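 note: yeast cells grown in 1536-well plates; yeast grown about 18 h at 30C before absorbance read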
# PostGolgi ctrl: growth inhibition of yeast control strain, primary screen, counter-screen for post-Golgi transport modulator project | efflux-deficient yeast background strain, growth absorbance A615, 16 h | 98,000 tested, 5% active | inhibition, % at 10 µM
# Starred values were filed as active, the others as inactive; / = not tested or not shown. Cut-off read from the data, not from the text of the source, unless noted: active = inhibition above about 30%; inactive = the rest.
# Assay codes – A = S1P2 agonist; B = FAK inh; C = HIV Rev-RRE inh; D = EphB4 antag; E = PTPN22 inh 2; F = LYP act; G = S1P2 antag; H = PostGolgi yeast; I = PostGolgi ctrl
Cc1ccccc1NC(=O)c1nc[nH]c1C(=O)NCc1ccccc1
  A: -2	B: 6	C: 15	D: 6	E: 4	F: -6	G: 0	H: 6	I: 53*

CCOc1ccccc1N/C(=C(/C(Cl)=C(Cl)Cl)[N+](=O)[O-])n1cncn1
  A: -6	B: 0	C: 7	D: -3	E: -16	F: 16	G: -9	H: -1	I: 0

CN1CCN(CCC(=O)Nc2ccc(F)c(F)c2)CC1
  A: -1	B: -2	C: 3	D: 5	E: 3	F: -2	G: -4	H: 6	I: -3

CCCCc1ccc(NC=C2C(=O)OC3(CCCCC3)OC2=O)cc1
  A: -2	B: 0	C: 12	D: -5	E: 13	F: -11	G: -10	H: -2	I: 5

CCOC(=O)C1CCCN(S(=O)(=O)c2ccc(OC)c3ccccc23)C1 (stereo not drawn)
  A: -5	B: -1	C: 11	D: 6	E: 2	F: 1	G: -14	H: 0	I: 15

Cc1c(C#N)c(NC(=O)c2ccccc2)n(Cc2ccccc2)c1C
  A: -5	B: -1	C: 2	D: -2	E: -3	F: 7	G: -1	H: 24	I: 8

Cc1cccc(C)c1NC(=O)N1CCC(N2CCCCC2)CC1
  A: -1	B: -2	C: 9	D: 2	E: -5	F: 3	G: 14	H: 0	I: 5

Cc1ccc(S(=O)(=O)c2c(N)n(Cc3ccco3)c3nc4ccccc4nc23)cc1C
  A: 1	B: -1	C: 26	D: 2	E: 7	F: -8	G: -17	H: -1	I: 6

CN(C1CCCCC1)S(=O)(=O)c1ccc(NC(=O)C2CCCCC2)cc1
  A: -5	B: -1	C: 14	D: -3	E: -7	F: 4	G: -3	H: -6	I: 63*

CCc1cc(C(=O)NNC(=S)NCC2CCCO2)cs1 (stereo not drawn)
  A: -7	B: -1	C: 5	D: 2	E: 6	F: -3	G: 13	H: -12	I: 30*

Cc1cccc(N(C2C=CS(=O)(=O)C2)S(=O)(=O)c2ccccc2)c1 (stereo not drawn)
  A: -6	B: -1	C: 2	D: 7	E: 0	F: -3	G: -5	H: 10	I: 12

O=C(COc1ccc(Cl)cc1)N1CCN(C(=O)c2cccc(F)c2)CC1
  A: -2	B: -2	C: 5	D: -5	E: 7	F: -7	G: -21	H: 10	I: -4

O=C(Nc1cc(C(F)(F)F)ccc1N1CCCCC1)c1ccco1
  A: -5	B: 4	C: 9	D: 9	E: 2	F: -2	G: -4	H: -9	I: 0

CCn1c(SCC(=O)Nc2cc(C)on2)nnc1-c1cccnc1
  A: -4	B: -1	C: 2	D: -3	E: -2	F: 0	G: 6	H: -6	I: 3

O=C(NCSc1ccnc(SCNC(=O)c2ccc(F)cc2)n1)c1ccc(F)cc1
  A: -7	B: 5	C: 2	D: 2	E: 10	F: -6	G: -7	H: -6	I: -1

O=S(=O)(NCc1cccs1)c1cccc(S(=O)(=O)N2CCCCC2)c1
  A: -7	B: -6	C: 5	D: -2	E: -4	F: 3	G: -6	H: -1	I: 19

CCn1c(SCC(=O)Nc2cccc(OC)c2)nnc1-c1ccc(Cl)cc1
  A: -7	B: 6	C: 7	D: 5	E: 2	F: -3	G: 18	H: -8	I: 9

CCOC(=O)c1[nH]nc(-c2cc(CC)c(O)cc2O)c1-c1cscn1
  A: -3	B: -1	C: 3	D: -6	E: 0	F: 2	G: 14	H: 10	I: 9

O=S(=O)(c1ccc2ccccc2c1)n1cnc2ccccc21
  A: -4	B: -2	C: 16	D: -5	E: -6	F: 3	G: -2	H: -17	I: 24

COc1ccc(Cl)cc1NC(=O)C(C)Sc1n[nH]c(N)n1 (stereo not drawn)
  A: -7	B: 11	C: 6	D: 1	E: 5	F: -2	G: 18	H: -2	I: -1

COc1ccc(-c2noc(-c3cc(C)cc(C)c3)n2)cc1OC
  A: -1	B: 5	C: 4	D: 4	E: /	F: /	G: -1	H: 2	I: -2

CCOc1ccccc1C(=O)N1CCCCC1C (stereo not drawn)
  A: -4	B: 2	C: 3	D: -7	E: -3	F: 6	G: -15	H: -5	I: 2

O=C(Cc1ccccc1F)Nc1nc(-c2cccs2)cs1
  A: -8	B: 2	C: 1	D: -8	E: -10	F: 9	G: -16	H: 10	I: 6

CCN(CC)CC(=O)Nc1nc(-c2ccc(Cl)cc2)cs1
  A: -1	B: 0	C: 8	D: -7	E: -2	F: 2	G: 16	H: 22	I: 5

CS(=O)(=O)Nc1cccc2cccnc12
  A: -8	B: -5	C: 6	D: 7	E: 0	F: -1	G: 26	H: -2	I: 4

COC(=O)c1ccc(OCC2c3cc(OC)c(OC)cc3CCN2C(=O)c2ccco2)cc1 (stereo not drawn)
  A: 12	B: -1	C: 4	D: 0	E: -1	F: 0	G: 22	H: -3	I: 28

O=C(NCSC1=NCCS1)c1ccccc1
  A: 1	B: -4	C: 0	D: 2	E: -17	F: 11	G: -6	H: -5	I: 8

COc1cc(C(=O)OCCN2CCCCC2)ccc1O
  A: -5	B: -1	C: 10	D: -6	E: -5	F: 6	G: 13	H: 10	I: -11

Cc1ccc(CNC(=O)c2cnc(-c3ccccn3)nc2C(F)(F)F)cc1
  A: -6	B: 1	C: 5	D: 4	E: 8	F: -8	G: -12	H: -4	I: -8

Nc1ccccc1SCC(=O)N1CCc2ccccc21
  A: -5	B: 1	C: 4	D: 3	E: -3	F: 1	G: 4	H: -2	I: 3

N#Cc1c(-c2ccc3c(c2)OCO3)ccn2nc(-c3cccc(C(F)(F)F)c3)nc12
  A: -1	B: -4	C: 8	D: -6	E: 2	F: 0	G: -7	H: 6	I: 11

CCNC(=O)c1oc2c(c1C)C(=O)CC(C)(C)C2
  A: -6	B: 0	C: 6	D: 1	E: 10	F: -8	G: 1	H: 2	I: 7

Clc1ccccc1-c1nn2c(COc3ccccc3)nnc2s1
  A: -6	B: 2	C: 1	D: -2	E: 11	F: -10	G: 2	H: -5	I: 22

COc1ccc(CNC(=O)Nc2cccs2)cc1OC
  A: -6	B: 1	C: 3	D: -4	E: 7	F: -9	G: 19	H: 3	I: 4

CCN1CCN(C(=O)CCNC(=O)Cn2ccc3ccccc3c2=O)CC1
  A: -5	B: 0	C: 3	D: -1	E: 0	F: -1	G: -21	H: -2	I: 0

Cc1ccc(S(=O)(=O)N2CCN(CCO)CC2)cc1-c1nnc2c3ccccc3c(C)nn12
  A: -7	B: -6	C: 3	D: -3	E: -4	F: 8	G: -5	H: /	I: /

CNc1nc(-c2ccccc2)nnc1C(F)(F)F
  A: -3	B: 0	C: 5	D: -3	E: -15	F: 12	G: 0	H: 11	I: 4

CCN(CC)CC(=O)Nc1c(Br)ccc2c1OCO2
  A: -3	B: 3	C: 2	D: -4	E: -5	F: 5	G: 2	H: -7	I: 8

CC1=C(C(N)=O)C(c2ccccn2)n2nc(SCc3ccccc3Cl)nc2N1 (stereo not drawn)
  A: -8	B: 0	C: 4	D: -9	E: -10	F: 8	G: 16	H: -5	I: 17

O=C(Nc1ccccc1Cl)c1ccccc1Cl
  A: 0	B: 2	C: 5	D: 3	E: 1	F: -4	G: 21	H: 0	I: 9

O=C(NCCc1ccc(F)cc1)c1cccs1
  A: -2	B: 3	C: 0	D: -4	E: 3	F: -3	G: -15	H: /	I: /

Oc1ccc(N=Cc2ccc(O)c(O)c2)cc1
  A: -4	B: 22*	C: -2	D: -6	E: 0	F: -2	G: 23	H: -3	I: -6

COc1ccc(CCNC(=O)c2ccc(NS(=O)(=O)c3c(C)noc3C)cc2)cc1OC
  A: -7	B: 1	C: 7	D: 8	E: -10	F: 8	G: -13	H: 4	I: -1

O=C(NC(=S)Nc1cccc(Cl)c1N1CCCCC1)c1cccs1
  A: -6	B: -2	C: -1	D: 3	E: 4	F: 1	G: -4	H: 6	I: 52*

CC1CCN(C(=O)C2CCN(C(=O)c3cc4sccc4n3Cc3ccc(F)cc3)CC2)CC1
  A: -8	B: 2	C: 1	D: 2	E: 3	F: -6	G: 15	H: 2	I: 29

c1cn2cc(-c3ccc4c(c3)OCO4)nc2s1
  A: -3	B: -1	C: 13	D: 2	E: -1	F: -2	G: -7	H: -3	I: -7

CC(C)CCn1c(N2CCOCC2)nc2c1c(=O)n(CC(N)=O)c(=O)n2C
  A: -8	B: 2	C: 2	D: -3	E: 6	F: -7	G: 4	H: 2	I: 1

COc1ccc(S(=O)(=O)N2CCCC2C(=O)Nc2nccs2)cc1 (stereo not drawn)
  A: -2	B: 1	C: 3	D: 2	E: -8	F: 6	G: 6	H: 1	I: 4

O=C(Nc1nccs1)C1CCCN(S(=O)(=O)c2cccc3cccnc23)C1 (stereo not drawn)
  A: -3	B: 2	C: 6	D: -1	E: -10	F: 6	G: 5	H: 2	I: 5

Cn1c(=N)n(CC(O)c2ccco2)c2ccccc21 (stereo not drawn)
  A: 0	B: -3	C: 2	D: -2	E: 9	F: -8	G: -6	H: 5	I: 10

# Carrying on:
# Assay codes – A = S1P2 agonist; B = FAK inh; C = HIV Rev-RRE inh; D = EphB4 antag; E = PTPN22 inh 2; F = LYP act; G = S1P2 antag; H = PostGolgi yeast; I = PostGolgi ctrl
Cc1cc([N+](=O)[O-])c(N2CCC[C@@H]2C(=O)O)c([N+](=O)[O-])c1
  A: -5	B: 7	C: 5	D: 2	E: 4	F: -3	G: 17	H: 5	I: 18

Cc1ccc(NC(=O)c2cc(-n3cnnc3)ccc2Cl)cc1
  A: -1	B: 1	C: 2	D: -1	E: 8	F: -8	G: 2	H: /	I: /

O=C(Cn1nc(Cc2cccnc2)c2ccccc2c1=O)NCCCN1CCCC1=O
  A: -6	B: 6	C: 8	D: 1	E: -3	F: 0	G: 12	H: -2	I: 5

O=C1c2ccccc2C(O)(Cc2ccccc2)N1C1CCCCC1 (stereo not drawn)
  A: -5	B: -3	C: 9	D: 0	E: -12	F: 7	G: 7	H: 5	I: 19

O=C(O)CCCn1nc(C(F)(F)F)c2c1CCCCC2
  A: -5	B: -3	C: -4	D: -10	E: -3	F: 3	G: 18	H: -3	I: 8

Nc1c(-c2ccccc2)nc(Cl)nc1-c1ccccc1
  A: 1	B: -1	C: 5	D: -3	E: 6	F: -3	G: -21	H: 1	I: 4

O=[N+]([O-])c1cnccc1Nc1cccc(F)c1
  A: -7	B: 2	C: 7	D: 4	E: -5	F: 7	G: 2	H: /	I: /

Cc1c(S(=O)(=O)Nc2cccc(Cl)c2)c(=O)n(C)c(=O)n1C
  A: -8	B: 2	C: 7	D: 1	E: -6	F: 6	G: -1	H: 8	I: -3

C/C(N)=C(\C#N)C(=O)NCc1ccccn1
  A: -1	B: -2	C: 1	D: 0	E: 3	F: -4	G: 8	H: -2	I: 3

COc1ccc(CNC(=O)c2c(C)cc(=O)oc2C)cc1OC
  A: -2	B: -1	C: 10	D: 3	E: 1	F: -4	G: 9	H: 2	I: -6

Cc1cc(C)n(CCCNC(=O)c2ccc3c(c2)NC(=O)CS3)n1
  A: -4	B: 2	C: -1	D: -5	E: -14	F: 9	G: 4	H: -4	I: 3

CN1CCN(S(=O)(=O)c2cccc(C(=O)N(c3ccccn3)C3CCCCC3)c2)CC1
  A: -5	B: -3	C: 5	D: 6	E: -12	F: 10	G: 12	H: -5	I: -6

# Record cards (already shown). Screens in order: S1P2 agonist | FAK inh | HIV Rev-RRE inh | EphB4 antag | PTPN22 inh 2 | LYP act | S1P2 antag | PostGolgi yeast | PostGolgi ctrl
# Cc1ccc(NC(=O)c2cc(-n3cnnc3)ccc2Cl)cc1 in the list: -1 | 1 | 2 | -1 | 8 | -8 | 2 | / | /
# Cc1cc([N+](=O)[O-])c(N2CCC[C@@H]2C(=O)O)c([N+](=O)[O-])c1 in the list: -5 | 7 | 5 | 2 | 4 | -3 | 17 | 5 | 18
# Nc1c(-c2ccccc2)nc(Cl)nc1-c1ccccc1 in the list: 1 | -1 | 5 | -3 | 6 | -3 | -21 | 1 | 4
